# M4 antag: blocks acetylcholine activation of human M4 receptor; P08173; CHO-hM4 cells, ACh EC80, Fluo-8 calcium fluorescence; inhibition, % at 3 µM; 360,000 tested, 0.73% active; AID 624125;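 active = inhibition above its plate's cutoff, the mean inhibition of sample wells plus 3 SD, cut at about 27% in these data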;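 also: 0% = acetylcholine EC80 with DMSO and 100% = DMSO without agonist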
# Target sequence (P08173 whole entry, looked up): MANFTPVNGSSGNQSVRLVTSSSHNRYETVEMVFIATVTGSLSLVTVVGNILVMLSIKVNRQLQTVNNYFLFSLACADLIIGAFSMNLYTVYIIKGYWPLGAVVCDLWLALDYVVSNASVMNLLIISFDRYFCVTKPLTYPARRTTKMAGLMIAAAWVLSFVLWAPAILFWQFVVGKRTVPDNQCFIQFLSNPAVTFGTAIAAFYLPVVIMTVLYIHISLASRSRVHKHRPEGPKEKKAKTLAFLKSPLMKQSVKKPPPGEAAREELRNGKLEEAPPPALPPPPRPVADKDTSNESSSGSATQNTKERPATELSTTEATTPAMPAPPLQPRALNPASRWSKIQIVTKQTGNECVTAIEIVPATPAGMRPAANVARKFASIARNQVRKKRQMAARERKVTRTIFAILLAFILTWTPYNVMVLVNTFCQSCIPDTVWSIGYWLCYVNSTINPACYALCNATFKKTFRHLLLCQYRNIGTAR
# OXTR potentiate: potentiators of human oxytocin receptor; P30559; activation, % at 3 µM; CHO-OTR cells, Fluo-8 calcium fluorescence, potentiator mode; 0% = oxytocin EC15, 100% = EC100; 320,000 tested, 0.061% active;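 active = activation above that plate's cutoff, the mean activation of tested compounds plus 3 SD, cut at about 6.6% in these data, passing the limit was not always enough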;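 also: 100% uses oxytocin at 75 nM as the full agonist control; some results filed as inactive read as strong as hits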
#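 Material: CHO-OTR cells, human receptor; compound dosing: single dose, 3.0 µM nominal final compound concentration; schedule: 6 min compound pre-incubation at room temperature, 100 s kinetic read; measured by: kinetic Fluo-8 calcium fluorescence; read-out basis: % activation vs EC15 and EC100 oxytocin; controls: EC15 oxytocin alone as 0%, 75 nM oxytocin as 100%; replicates: singlicate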
# M4 ag: agonists of human muscarinic M4 receptor (CHRM4). 360,000 tested, 0.14% active. activation, % at 3 µM. CHO-K1 hM4/Gqi5, Fluo-8 calcium fluorescence; vehicle 0%, full acetylcholine response 100%. P08173;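 active = activation above the run mean over all test wells plus 3 SD, cut at about 32% in these data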;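 also: peak over basal fluorescence ratio per well then scaled between controls; 0% = DMSO wells and 100% = acetylcholine at EC100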
# CHRM1 antagonist: antagonists of human M1 muscarinic receptor; P11229; inhibition, % at 3 µM; AID 588852; CHO-K1 hM1, Fluo-8 calcium fluorescence, ACh EC80 antagonist; 360,000 tested, 1.3% active;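 active = percent inhibition above its own plate's cutoff, namely the mean of that plate's compound wells plus 3 SD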;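 also: peak over basal fluorescence ratio during 140 s after agonist addition; 0% = ACh EC80 plus DMSO and 100% = DMSO alone without agonist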
# M1 PAM: potentiates human M1 receptor response to acetylcholine; AID 588819; P11229; activation, % at 3 µM; CHO-K1 hM1, Fluo-8 calcium fluorescence, ACh EC20; 0% = ACh EC20, 100% = maximal ACh; 360,000 tested, 0.088% active; in the data active = activation above about 19%, passing the limit was not always enough
# CHO parental Ca: counter-screen: ATP calcium response change in parental CHO cells; parental CHO-K1, ATP-induced calcium, Fluo-8 fluorescence; inhibition, % at 5.6 µM; 330,000 tested, 0.63% active;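 active = inhibition above that plate's mean sample inhibition plus 3 SD, cut at about 26% in these data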;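 also: 0% = ATP-challenged DMSO wells and 100% = DMSO wells without ATP; some compounds past the cut are filed as inactive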
#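 Material – parental CHO cells · Reagent – ATP stimulus · Compound – single nominal dose of 5.6 µM per compound · Detection – Fluo-8 fluorescence · Read-out basis – percent inhibition of calcium signal · Controls – ATP-challenged DMSO wells low, unchallenged DMSO wells high · Repeats – no replicates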
# CHO-K1 Ca antag: M1 antagonist counterscreen hit in parental CHO-K1 cells; ATP-induced calcium, Fluo-8 fluorescence; AID 602250; 360,000 tested, 0.6% active; inhibition, % at 3 µM;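 active = inhibition above a per-plate cutoff, the plate's mean sample inhibition plus 3 SD, cut at about 24% in these data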;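 also: 0% = DMSO plus EC80 ATP and 100% = DMSO alone without ATP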
# M1 ag parental: M1 agonist counterscreen hit in parental CHO-K1 cells; Fluo-8 calcium fluorescence; scaled to maximal ATP response, vehicle zero; activation, % at 3 µM; 360,000 tested, 0.48% active; AID 602248; in the data active = activation above about 15%;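 also: untransfected CHO-K1 host cells lacking M1 receptor as counterscreen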
# CHRM1 agonist: human M1 muscarinic receptor agonism; CHO-K1 hM1, Fluo-8 calcium fluorescence, agonist mode; 0% DMSO, 100% acetylcholine EC100; P11229; 360,000 tested, 0.33% active; activation, % at 3 µM;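 active = activation above the run's mean compound activation plus 3 SD, cut at about 16% in these data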;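 also: peak over basal fluorescence ratio within a 140 s kinetic read after compound addition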
# * marks the source's active call; other numbers are inactive results; . = not tested or not shown.
SMILES,M4 antag,OXTR potentiate,M4 ag,CHRM1 antagonist,M1 PAM,CHO parental Ca,CHO-K1 Ca antag,M1 ag parental,CHRM1 agonist
COc1cc(/C=C2\C(=N)N3N=CSC3=NC2=O)cc(Br)c1OC(=O)c1ccco1,-6.5,-13.1,0.1,-0.9,3.9,0.3,-8.1,0.5,-4.0
CC1CCCC(C)N1C(=O)COC(=O)C1CCN(S(=O)(=O)c2ccc3c(c2)OCCO3)CC1 (stereo not given),0.7,-9.1,4.9,5.7,-4.9,-14.8,0.7,1.3,-5.3
O=C1Cn2c(nc3ccccc32)-c2ccccc2N1,-7.1,-9.8,2.3,-25.6,8.9,-8.5,4.0,0.7,-2.5
Cc1ccc(CNC(=O)CO/N=C/c2ccc(C(C)(C)C)cc2)cc1,-17.6,-5.0,-0.1,-4.0,15.0,21.4,-13.0,0.5,5.4
CCOc1ccccc1N(CC(=O)Nc1cc(OC)ccc1OC)S(=O)(=O)c1ccccc1,-1.6,.,2.1,-13.9,1.8,.,-12.2,1.3,-7.1
Cc1ccc2nc(-c3ccc(NS(=O)(=O)c4ccc(F)c(F)c4)cc3)sc2c1,4.2,-5.3,3.1,5.2,-1.9,3.4,5.9,-0.1,-4.1
Cc1ccc(C)c(N2C(=O)CC(Cc3ccc(Cl)cc3)C2=O)c1 (stereo not given),-1.2,-8.5,3.4,-10.4,9.7,0.1,13.1,4.5,-1.1
O=C(NCc1ccco1)c1ccc(Cn2c(=O)c3sccc3n(Cc3ccc(F)cc3)c2=O)cc1,1.7,-5.4,7.6,-8.3,7.0,0.7,-6.7,1.8,5.7
COc1ccccc1CN(C)C(=O)COC(=O)c1cc(C)oc1C,2.5,.,0.5,-15.1,8.5,.,-17.9,0.3,-2.3
COc1ccc(C=C2Cc3ccccc3C2=O)cc1,1.9,.,-0.6,-9.3,6.1,.,-15.7,0.5,-6.1
O=C(COC(=O)COc1ccc2ccccc2c1)Nc1cc(C(F)(F)F)ccc1N1CCOCC1,1.1,-9.9,3.3,9.9,1.0,-11.4,19.8,0.1,-4.0
CCCNC(=O)COC(=O)/C(C#N)=C/c1cc(C)n(CCC)c1C,-6.6,-1.9,0.3,-7.7,2.2,-6.4,5.5,0.1,-3.1
CC(=O)Nc1cccc(NC(=O)CSc2ccc(C(F)(F)F)cc2[N+](=O)[O-])c1,3.0,-4.8,3.7,5.7,-1.8,-8.4,-1.3,1.3,-1.2
Cc1ccc(NC(=O)CCC(=O)NNS(=O)(=O)c2ccccc2)c(C)c1,-1.3,-9.0,0.1,-13.3,5.3,-3.6,-2.6,-0.1,-3.1
NS(=O)(=O)c1ccc(CCNc2ccccc2[N+](=O)[O-])cc1,5.4,-10.9,2.5,7.7,-3.4,1.6,-13.4,5.1,-6.6
O=C(Nc1ccccc1)c1cccc(S(=O)(=O)Oc2ccc([N+](=O)[O-])cc2)c1,11.0,-15.7,3.1,-2.6,-4.5,0.6,3.0,3.0,-5.7
Cc1cc(C)c2nncn2n1,25.7,-11.1,0.8,-0.3,5.4,3.8,-5.3,0.0,0.6
CC(=O)NCCC(Cc1ccccc1)c1ccco1 (stereo not given),-4.6,-11.9,0.0,-2.8,5.9,-16.7,7.4,-0.2,1.5
Cc1ccc(NC(=O)C2CCN(S(=O)(=O)c3cnc[nH]3)CC2)cc1C,6.4,-4.9,0.5,-5.5,2.8,-4.5,9.7,0.3,-5.7
O=C(Nc1ccc(Cl)c(Cl)c1)c1cccc(S(=O)(=O)NCc2cccnc2)c1,21.7,-14.4,22.7,21.6,-6.2,-3.4,28.2*,19.8*,1.2
N#CC1=C(N)Oc2cc(N)ccc2C1c1ccsc1 (stereo not given),-1.3,-8.9,0.5,-10.1,12.8,-6.8,5.0,0.4,-4.3
Cc1ccc(S(=O)(=O)NC(=O)Nc2ccccc2)cc1,-1.5,-10.3,0.5,-6.9,6.5,-7.1,-7.8,0.2,-2.7
CCOC(=O)C1=C(C)NC(=S)NC1c1ccc(OCC(=O)N2CCCCCC2)c(OC)c1 (stereo not given),-7.2,-2.9,0.2,-2.2,9.7,-13.2,-6.2,0.7,-3.3
COc1ccc(CC(=O)OCC(=O)c2ccc(S(=O)(=O)N3CCCCC3)cc2)cc1,-9.7,-3.2,10.5,0.9,-1.0,-7.5,-2.0,5.1,7.6
C/C(=N/NC(=O)c1cccs1)c1cccc(NC(=O)C2CC2)c1,-2.7,-7.0,-0.2,-29.4,5.9,-1.2,-6.8,0.1,-1.2
Cc1ccccc1N1CCN(C2CCCN(C(=O)CCN3CCCCO3)C2)CC1 (stereo not given),-0.7,-0.5,1.8,5.4,5.0,-17.0,-3.0,0.3,-5.1
CCOc1c2ccc(C(=O)NCc3ccc(C)cc3)cc2nn1CC,6.9,-2.9,1.7,0.6,3.3,-25.5,-7.5,-0.2,-1.1
O=C(Cn1cncn1)NCc1ccc(Cl)cc1,2.6,-3.0,0.3,4.7,-2.3,-0.9,-3.6,1.2,-4.8

# Sorted by count of non-hydrogen atoms (high to low): some entries from above
SMILES,M4 antag,OXTR potentiate,M4 ag,CHRM1 antagonist,M1 PAM,CHO parental Ca,CHO-K1 Ca antag,M1 ag parental,CHRM1 agonist
CCOC(=O)C1=C(C)NC(=S)NC1c1ccc(OCC(=O)N2CCCCCC2)c(OC)c1 (stereo not given),-7.2,-2.9,0.2,-2.2,9.7,-13.2,-6.2,0.7,-3.3
COc1ccc(CC(=O)OCC(=O)c2ccc(S(=O)(=O)N3CCCCC3)cc2)cc1,-9.7,-3.2,10.5,0.9,-1.0,-7.5,-2.0,5.1,7.6
Cc1ccccc1N1CCN(C2CCCN(C(=O)CCN3CCCCO3)C2)CC1 (stereo not given),-0.7,-0.5,1.8,5.4,5.0,-17.0,-3.0,0.3,-5.1
O=C(Nc1ccc(Cl)c(Cl)c1)c1cccc(S(=O)(=O)NCc2cccnc2)c1,21.7,-14.4,22.7,21.6,-6.2,-3.4,28.2*,19.8*,1.2
CCOc1c2ccc(C(=O)NCc3ccc(C)cc3)cc2nn1CC,6.9,-2.9,1.7,0.6,3.3,-25.5,-7.5,-0.2,-1.1
C/C(=N/NC(=O)c1cccs1)c1cccc(NC(=O)C2CC2)c1,-2.7,-7.0,-0.2,-29.4,5.9,-1.2,-6.8,0.1,-1.2
Cc1ccc(S(=O)(=O)NC(=O)Nc2ccccc2)cc1,-1.5,-10.3,0.5,-6.9,6.5,-7.1,-7.8,0.2,-2.7
CC(=O)NCCC(Cc1ccccc1)c1ccco1 (stereo not given),-4.6,-11.9,0.0,-2.8,5.9,-16.7,7.4,-0.2,1.5
O=C(Cn1cncn1)NCc1ccc(Cl)cc1,2.6,-3.0,0.3,4.7,-2.3,-0.9,-3.6,1.2,-4.8
Cc1cc(C)c2nncn2n1,25.7,-11.1,0.8,-0.3,5.4,3.8,-5.3,0.0,0.6

# Complete entries from above.
# `CCOc1ccccc1N(CC(=O)Nc1cc(OC)ccc1OC)S(=O)(=O)c1ccccc1` is listed as M4 antag = -1.6; OXTR potentiate = .; M4 ag = 2.1; CHRM1 antagonist = -13.9; M1 PAM = 1.8; CHO parental Ca = .; CHO-K1 Ca antag = -12.2; M1 ag parental = 1.3; CHRM1 agonist = -7.1
# `Cc1ccc(NC(=O)CCC(=O)NNS(=O)(=O)c2ccccc2)c(C)c1` is listed as M4 antag = -1.3; OXTR potentiate = -9.0; M4 ag = 0.1; CHRM1 antagonist = -13.3; M1 PAM = 5.3; CHO parental Ca = -3.6; CHO-K1 Ca antag = -2.6; M1 ag parental = -0.1; CHRM1 agonist = -3.1
